Source: PubChem (National Center for Advancing Translational Sciences (NCATS))
HT1080-NT tox = kills 2HG-producing HT-1080-NT fibrosarcoma cells | 360,000 compounds, 1.6% hits | AID 686970 | HT-1080-NT fibrosarcoma viability, CellTiter-Glo ATP luminescence, 48 h | Potency, µM (doses to about 46.1 µM), without a hit: top-dose activity, negative = less viability, hits mostly cytotoxic;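 note: NT is the 2HG producing partner of a matched IDH1 knockdown line; potency is the fitted concentration of half-maximal effect; 0% = DMSO-treated cells and -100% = media-only wells without cells; nearly all actives have a fitted effect of over 55% in size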
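Read-out is CellTiter-Glo luminescence after 10 minutes at room temperature, following 48 hours' compound treatment of HT-1080-NT cells (750 cells/well, RPMI, 5% FBS, 37 degrees C).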
ATXN2 expr inh = ATXN2 expression inhibition; HEK-293 ATXN2-luciferase reporter, luminescence, 24 h; Potency, µM (top dose mostly 57 µM), without a hit: at the highest dose activity change, negative = inhibition, hits mostly inhibitors; 360,000 compounds, 0.72% hits; note: potency is the fitted concentration of half-maximal effect; % is set by controls: 0 for no effect and ±100 for the full control effect; nearly all actives have a fitted effect of over 55% in size
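ATXN2-luciferase reporter cells (luciferase flanked by upstream and downstream ATXN2 gene portions) were treated 24 h at 37 °C with compounds at up to 57 uM. SteadyGlo luminescence gave expression; GF-AFC fluorescence gave viability.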
SW480 rerep = inducers of DNA re-replication in SW480 colon cancer cells. SW480 DNA re-replication, Hoechst DNA content imaging, 48 h. Potency, µM (highest dose often 46.1 µM), for the others: at the highest dose re-replication activation, most hits filed as activators. 340,000 compounds, 1.8% hits. AID 624297; note: potency is the fitted concentration of half-maximal effect; % of control where 0% means no effect; nearly all actives have a fitted effect of over 55% in size
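Readout is total intensity of Hoechst-stained nuclei, excited at 405 nm and collected at 500-530 nm. Compound treatment lasted 48 hr at 37 C in 5% CO2 before staining.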
HT1080 IDH1KD tx = HT-1080 IDH1 knockdown cell toxicity (counter line); Potency, µM (series often up to 46.1 µM), for inactives: top-dose activity, negative = toxicity, most hits filed as cytotoxic; 360,000 compounds, 2% hits; HT-1080 IDH1 knockdown viability, ATP luminescence, 48 h;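 note: potency is the fitted concentration of half-maximal effect; 0% = DMSO wells and -100% = cell-free medium wells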
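CellTiter-Glo luminescence after 48 h compound exposure at 37 degrees C of IDH1-knockdown HT-1080 cells in 5% FBS RPMI. %Activity scaled between DMSO wells and cell-free media wells, with curves fitted and assigned curve classes.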
IL-1B inflam inh = inflammasome signaling inhibition, IL-1 beta readout. THP-1 LPS/ATP IL-1B secretion, AlphaLISA, 16 h; active compounds read low. activity change, % at 57.5 µM. 360,000 compounds, 4.7% hits; in the data active = activity change below about -50%; inconclusive = mostly about -30% to -49%; note: % is set by controls: 0 for no effect and ±100 for the full control effect
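Secreted IL-1B measured by AlphaLISA bead assay after 16 h compound exposure of THP-1 cells; compounds (final up to 57.5 uM) added 1 h before LPS (250 ng/mL) and ATP (1.25 mM) stimulation; lower signal means less secretion.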
KB-3-1 cytotox = kills parental KB-3-1 adenocarcinoma cells | Potency, µM (top dose mostly 46.1 µM), without a hit: at the top dose activity change, negative = cytotoxic, actives largely listed as cytotoxic | KB-3-1 viability, CellTiter-Glo ATP luminescence, 72 h | AID 1347075 | 400,000 compounds, 1.4% hits; note: potency is the fitted concentration of half-maximal effect; % is set by controls: 0 for no effect and ±100 for the full control effect; nearly all actives have a fitted effect of over 60% in size
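Cytotoxicity measured as CellTiter-Glo luminescence after 72 h at 37 C. Compound titrations were pinned onto drug-naive KB-3-1 parental adenocarcinoma cells grown in DMEM with 10% FBS, and normalized data fitted to concentration-response curves.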
MCF10A rereplic = induces DNA re-replication in MCF 10a normal breast cells; MCF 10A DNA re-replication, Hoechst nuclear intensity, 48 h; Potency, µM (top dose mostly 46.1 µM), for inactives: at the highest dose activity, positive = re-replication, usual class: activators; 350,000 compounds, 2.9% hits; note: potency is the fitted concentration of half-maximal effect; % of control where 0% means no effect; nearly all actives have a fitted effect of over 50% in size
WRN inhibitor = inhibitors of human WRN helicase. WRN helicase unwinding, fluorescent forked duplex, kinetic. AID 651768. Potency, µM (top dose mostly 114 µM), without a hit: top-dose activity change, negative = inhibition, usual class: inhibitors. 360,000 compounds, 0.46% hits; note: potency is the fitted concentration of half-maximal effect; % is set by controls: 0 for no effect and ±100 for the full control effect; nearly all actives have a fitted effect of over 55% in size
Target sequence (Q14191 whole entry, looked up): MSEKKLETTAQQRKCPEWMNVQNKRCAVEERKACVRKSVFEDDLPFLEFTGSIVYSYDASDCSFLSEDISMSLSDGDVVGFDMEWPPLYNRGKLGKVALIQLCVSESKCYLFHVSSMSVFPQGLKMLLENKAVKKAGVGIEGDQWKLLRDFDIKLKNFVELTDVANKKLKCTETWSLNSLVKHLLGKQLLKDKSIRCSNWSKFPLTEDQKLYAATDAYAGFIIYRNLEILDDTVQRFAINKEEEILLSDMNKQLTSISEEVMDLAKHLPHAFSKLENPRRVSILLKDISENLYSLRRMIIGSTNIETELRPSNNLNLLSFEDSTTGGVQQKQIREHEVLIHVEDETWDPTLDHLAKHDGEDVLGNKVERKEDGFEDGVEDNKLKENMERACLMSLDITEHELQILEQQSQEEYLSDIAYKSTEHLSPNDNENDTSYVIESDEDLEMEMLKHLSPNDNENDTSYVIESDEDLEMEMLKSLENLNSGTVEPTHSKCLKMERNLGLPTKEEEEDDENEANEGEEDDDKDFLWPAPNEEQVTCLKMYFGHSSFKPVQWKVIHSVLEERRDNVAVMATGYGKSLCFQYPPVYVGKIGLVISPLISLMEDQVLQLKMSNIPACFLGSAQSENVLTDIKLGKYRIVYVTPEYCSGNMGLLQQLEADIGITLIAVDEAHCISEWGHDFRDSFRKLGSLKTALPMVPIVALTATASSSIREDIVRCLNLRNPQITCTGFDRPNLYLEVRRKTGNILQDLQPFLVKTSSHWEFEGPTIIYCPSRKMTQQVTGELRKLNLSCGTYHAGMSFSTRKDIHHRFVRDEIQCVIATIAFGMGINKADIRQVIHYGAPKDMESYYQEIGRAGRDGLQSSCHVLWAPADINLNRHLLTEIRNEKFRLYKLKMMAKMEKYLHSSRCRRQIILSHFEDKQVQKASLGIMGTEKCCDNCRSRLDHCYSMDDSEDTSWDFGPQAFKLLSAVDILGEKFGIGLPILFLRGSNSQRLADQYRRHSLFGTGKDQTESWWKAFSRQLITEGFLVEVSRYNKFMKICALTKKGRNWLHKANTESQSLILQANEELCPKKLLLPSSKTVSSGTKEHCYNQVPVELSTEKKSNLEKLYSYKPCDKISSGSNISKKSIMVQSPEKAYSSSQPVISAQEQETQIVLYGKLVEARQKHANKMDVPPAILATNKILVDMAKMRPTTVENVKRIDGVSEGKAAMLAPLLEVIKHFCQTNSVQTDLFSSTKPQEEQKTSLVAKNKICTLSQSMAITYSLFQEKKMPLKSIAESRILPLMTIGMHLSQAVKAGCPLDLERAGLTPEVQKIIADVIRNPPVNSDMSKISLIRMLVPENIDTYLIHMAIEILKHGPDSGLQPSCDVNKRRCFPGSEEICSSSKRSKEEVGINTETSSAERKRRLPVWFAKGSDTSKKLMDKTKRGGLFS
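WRN at 20 nM final was preincubated with compound for 15 min at room temperature; reaction started with 100 nM forked duplex oligonucleotide carrying fluorophore and quencher plus 2 mM ATP (final). Unwinding followed kinetically by red fluorescence (ex 525/em 598 nm).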
KB-V1 cytotox = kills drug-selected multidrug resistant KB-V1 cells; KB-V1 MDR cells viability, CellTiter-Glo, 72 h; Potency, µM (series often up to 46.1 µM), inactives show top-dose activity change, negative = cytotoxicity, usual class: cytotoxic; 400,000 compounds, 3.4% hits; note: potency is the fitted concentration of half-maximal effect; % is set by controls: 0 for no effect and ±100 for the full control effect; nearly all actives have a fitted effect of over 60% in size
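Cytotoxicity toward P-gp-expressing KB-V1 cells was determined as loss of CellTiter-Glo luminescence after 72 h at 37 degrees C. Compounds were tested in quantitative HTS format across a concentration range, with curves fitted to normalized data.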
* hit, by the source's call; ? = inconclusive; · = not tested or not shown; [ ] = remark or other dose. Unless noted, calls come from the whole dose curve; as a rule, active = well fitted curve in the direction sought with a large enough effect; inconclusive = small, poorly fitted or top-dose-only effect, or another doubt; inactive = no such curve, though single readings can be large; an effect the other way counts as inactive or inconclusive. Hits appear at their usual frequency; about 12% have a hit in one of these screens.

The line under a structure holds: HT1080-NT tox	ATXN2 expr inh	SW480 rerep	HT1080 IDH1KD tx	IL-1B inflam inh	KB-3-1 cytotox	MCF10A rereplic	WRN inhibitor	KB-V1 cytotox
Cc1cc(=O)n2nc(N3CCCC(C(=O)NCc4ccccc4C)C3)sc2n1 (centres undefined)
 : 0%	-11%	-5%	0%	-7	-11%	3%	8%	-5%
CC(=O)C1=CCC(c2ccccc2F)N(S(=O)(=O)c2ccc(C)cc2)C1 (centres undefined)
 : ?	-36%	·	?	?	0%	·	-6%	10%
CCC1CCCCN1C(=O)CSc1nc2c(c(=O)n(C)c(=O)n2C)n1C (centres undefined)
 : 10%	-5%	-14%	-1%	2	13%	0%	3%	-4%
CC1CC(C)CN(S(=O)(=O)c2ccc(C(=O)N(C)Cc3ccccc3)cc2)C1 (centres undefined)
 : -9%	·	6%	-16%	18	-3%	1%	-1%	6%
Cc1ccccc1S(=O)(=O)N(C)C[C@@H]1OCc2ccccc2-c2c(n(C)c3ccccc23)C(=O)N([C@H](C)CO)C[C@@H]1C
 : -13%	?	·	-23%	-9	?	·	3%	?
Cc1[nH]c(=O)[nH]c(=O)c1C=CC(=O)NC(CO)CS(=O)Cc1ccccc1 (centres undefined)
 : -1%	·	·	9%	-3	-3%	·	-3%	4%
CCc1cc2c(cc3c(=O)n(CC(=O)N4CCN(C)CC4)ncn32)s1
 : 15%	-1%	-9%	-2%	44	2%	?	15%	0%
CCn1c(CNC(=O)COc2c(C)cccc2C)nnc1SCC(=O)Nc1nccs1
 : 0%	4%	-27%	-18%	17	-13%	1%	-9%	-9%
CC(=O)Nc1ccc(NC(=O)CCCNC(=O)c2ccc(Cl)cc2)cc1
 : 8%	-3%	-7%	13%	69	19%	5%	3%	-6%
O=C(CCOc1ccccc1)Nc1ccc(S(=O)(=O)Nc2ncccn2)cc1
 : 10%	·	-4%	0%	22	2%	-4%	-1%	?
O=C(NCc1ccccn1)c1cccn1-c1ncc(C(F)(F)F)cc1Cl
 : -2%	-1%	-28%	6%	-5	2%	-2%[9.22 µM]	1%	?
COc1ccc(C(=O)NCC(=O)NCC(=O)OCc2ccc(Cl)cc2)cc1
 : 2%	·	-18%	0%	16	-5%	-14%	4%	-3%
Oc1ccc(Br)c(CN2CCN(c3ncc(Cc4ccccc4)cn3)CC2)c1
 : ?	·	·	?	-19	21µM*	·	-2%	18µM*
CCOc1cc(N2CCOCC2)c(OCC)cc1NC(=O)c1c(C)noc1C
 : 4%	-5%	-6%	3%	-11	16%	-2%	15%	-26%
O=C(NCc1cn2ccsc2n1)c1c(F)cccc1Cl
 : 13%	12%	-9%	4%	-21	10%	3%	-7%	-2%
CCC(C)Sc1nnc(CNC(=O)C23CC4CC(CC(C4)C2)C3)n1C1CCCCC1 (centres undefined)
 : -5%	11%	19%	-15%	?	?	?	-14%[57.1 µM]	?
O=S(=O)(c1ccc(Oc2ccc(S(=O)(=O)N(CCO)CCO)cc2)cc1)N(CCO)CCO
 : 10%	·	0%	5%	-8	-1%	5%	2%	12%
COc1ccccc1NC(=O)CN1CCN(CC(=O)Nc2ccc(F)cc2F)CC1
 : 0%	13%	-3%	22%	37	-3%	7%	12%	-12%
CCC(=O)N1CCN(c2ccc(NC(=O)c3ccc(N4CCCC4)c([N+](=O)[O-])c3)cc2)CC1
 : 14%	-37%[11.3 µM]	-13%	15%	-2	-8%	-5%	-24%[57.1 µM]	-14%
CC1(c2nnnn2-c2ccc3c(c2)OCCO3)CCC(=O)N1C1CC1 (centres undefined)
 : 18%	14%	·	15%	28	11%	·	-2%	2%
Cc1cc(C)n2nc(C(=O)OCC(=O)N3C(C)CCCC3C)nc2n1 (centres undefined)
 : -1%	8%	2%	7%	11	13%	0%	-1%	0%
Cn1c(/C(C#N)=C(\O)c2cc(Cl)sc2Cl)nc2ccccc21
 : 2%	0%	-14%	-11%	39	0%	13%	-5%[57.1 µM]	-5%
O=C(c1c[nH]c(C(=O)N2CCN(Cc3ccccc3)CC2)c1)C1CCCCC1
 : 0%	-1%	-16%	0%	?	-11%	?	8%	-11%
COC(=O)c1ccc(Oc2nc(N3CCCCC3)nc(N3CCOCC3)n2)cc1
 : -10%	-1%	30%	-10%	-55*	19%	-9%	-9%	?
Cc1ccc(C(=O)N2CCCC(Nc3ccc(C(C)C)cc3)C2)cn1 (centres undefined)
 : 4%	0%	-6%	-1%	67	4%	-1%	1%	-4%
Cc1cccc(NC(=O)COC(=O)CNC(=O)C2CCCCC2)c1
 : 15%	-1%	-7%	16%	-9	-1%	-2%	-1%	22%
O=C(COC(=O)[C@H](Cc1ccccc1)NC(=O)c1cccs1)Nc1ccccc1C(F)(F)F
 : 15%	-1%	-10%	-1%	24	14%	-6%	-6%	-2%
CN(C)Cc1cccc(-c2ccccc2)c1O
 : 1%	0%	0%	1%	14	-6%	-1%	-11%	-2%
CCC(=O)c1cn(CC(=O)Nc2cccc(C)c2C)c2ccccc12
 : 9%	-2%	0%	10%	12	6%	1%	-25%	-3%
Cn1c(SCc2cccc(C(F)(F)F)c2)nnc1-c1ccco1
 : 13%	46%[activator]	-1%	10%	?	-6%	0%	-7%	-7%
Cc1ccc(NN2C(=O)C=C(c3ccccc3)C2=O)cc1
 : 23µM*	?	8.2µM*	16µM*	-28	-1%	8.2µM*	?	-2%
COc1ccc2cc(C3=CC(=O)CCC3)ccc2c1
 : 2%	41%[activator]	-2%	-7%	-11	0%	4%	-21%	-22%
Cc1cc(NCc2ccccc2)n2ncc(-c3ccccc3)c2n1
 : -22%	181%[activator]	?	-26%	-29	?	18µM*	-10%[57.1 µM]	-21%
CC(C)CC1NC(=O)N(CC(=O)N2CCN(S(=O)(=O)c3ccc4ccccc4c3)CC2)C1=O (centres undefined)
 : -2%	-1%	-2%	-2%	-18	-8%	-1%	-7%	29%
CS(=O)(=O)N1CCN(c2ncccn2)CC1
 : 6%	-1%	-3%	10%	6	1%	3%	4%	19%
CCN1C(=O)[C@H]2[C@@H](c3ccc(OC)cc3)N3C(=O)CN(Cc4ccccc4)C(=O)[C@@]3(C)[C@H]2C1=O
 : 0%	10%	0%	0%	19	13%	14%	3%	0%
Cc1ccc(-c2nc3c4ccccc4ccn3c2CN2CCCCC2)cc1
 : -3%	9%	5%	-15%	-1	4%	?	-6%	4%
Cc1ccc(S(=O)(=O)NCCN=C(CN2CCOCC2)NS(=O)(=O)c2ccc(C)cc2)cc1
 : 1%	7%	-3%	10%	25	12%	256%[0.0737 µM]	5%	21%
CC(=O)Nc1ccc(OCC(=O)c2cc(C)ccc2C)cc1
 : 11%	-4%	-3%	7%	-11	0%	1%	1%	-7%
Cc1ccc(NC(=O)CNCC(c2ccccc2)N(C)C)cc1F (centres undefined)
 : -13%	-7%	-6%	0%	-21	5%	-2%	1%	-13%
O=C(COc1ccc([N+](=O)[O-])cc1)NCc1cccnc1
 : 7%	13%	-2%	7%	-8	4%	10%	4%	-3%
N#Cc1ccccc1OCC(=O)N1CCN(S(=O)(=O)c2ccc(Cl)cc2)CC1
 : -1%	·	2%	-2%	27	-2%	21%	2%	-14%
CCCCCc1cc(=O)oc2c(C(CCN3CCCCC3)c3cc(OC)c(OC)c(OC)c3)c(OC)cc(OC)c12 (centres undefined)
 : 21µM*	32µM*	-13%	?	-3	?	-3%	1%	?
COC(=O)c1n[nH]nc1-c1ccccc1
 : 1%	2%	-2%	7%	0	7%	-6%	-11%	13%
O=C(Nc1cccnc1)c1ccc(Cl)c(S(=O)(=O)N2CCCC2)c1
 : 11%	-3%	1%	-1%	29	0%	8%	-1%	-11%
O=C(COc1ccc(Cl)cc1)NCCCNC(=O)c1ccncc1
 : 12%	40%[activator]	-6%	13%	32	14%	-2%	3%	-5%
COC(=O)c1cc(C(=O)Nc2nnc(CC(C)C)s2)cc([N+](=O)[O-])c1
 : 5%	8%	-3%	-1%	5	3%	-3%	-24%[57.1 µM]	?
O=C1NC(Nc2ccccn2)(C(F)(F)F)C(=O)N1c1ccc(F)cc1 (centres undefined)
 : -5%	-6%	-7%	24%	-18	-1%	2%	-1%	15%
Cc1c(Br)cc(C(=O)NC2CCCCC2)c(C)c1C
 : 2%	?	14%	6%	16	4%	20%	6%	?
O=C(COc1ccc2c(c1)OCO2)Nc1ccccc1C(F)(F)F
 : 9%	53%[activator]	-1%	18%	8	13%	0%	-2%	10%
CCCCn1c(S(=O)(=O)O)nc2ccccc21
 : 12%	-38%	-7%	7%	2	1%	-1%	1%	2%
C[C@@H]1CCCCO[C@@H](CN(C)S(=O)(=O)c2ccccc2)[C@@H](C)CN([C@H](C)CO)C(=O)c2cc(N(C)C)ccc2O1
 : -1%	4%	·	-3%	-6	0%	·	-5%	6%
N#CCCn1cc(C(=O)Nc2ccc(C(=O)O)cc2)c(-c2ccc([N+](=O)[O-])cc2)n1
 : -3%	6%	-11%	14%	0	3%	1%	3%	-16%
CN(C)c1ccc(C2N(C(=O)N3CCOCC3)CCN2S(=O)(=O)c2ccccc2)cc1 (centres undefined)
 : 4%	1%	0%	5%	5	1%	1%	-5%	-3%
c1ccc(-c2cnnn2-c2ccccc2)cc1
 : -2%	6%	-1%	2%	10	3%	0%	-20%	14%
CC1(NC(=O)Cc2ccc(S(=O)(=O)N3CCOCC3)s2)CCS(=O)(=O)C1 (centres undefined)
 : 8%	2%	-5%	9%	0	3%	-5%	15%	2%
